SKN-1 block: inhibitors of C. elegans SKN-1 | AID 624304 | actives 0.49% (n = 360,000) | inhibition, % at 21.8 µM | C. elegans VP596 Pgst-4::GFP/RFP ratio, acrylamide-induced, 24 h;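 active = interference check ratio from 0.5 to 1.5 plus GFP to RFP signal ratio inhibition reaching or exceeding a fixed threshold, cut at about 30% in these data, passing the limit was not always enough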; note: some compounds called inactive have numbers as strong as hits
CendR NRP1 mod: modulators of CendR peptide binding to human neuropilin-1. inhibition, % at 25 µM. actives 0.85% (n = 360,000). AID 602438. FAM-RPARPAR peptide binding to NRP-1, fluorescence polarization;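 active = inhibition or corrected inhibition above about 18%, plus a signal ratio from 0.5 to 1.5, limit read from the data, passing the limit was not always enough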; note: strong numbers were not always called active
Tb MetRS inh: Trypanosoma brucei MetRS inhibition | inhibition, % at 11.9 µM | actives 0.4% (n = 360,000) | purified T. brucei MetRS, ATP depletion, Kinase-Glo luminescence;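 active = inhibition above a per-plate cutoff of the control wells' mean inhibition plus 3 SD, cut at about 5.5% in these data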;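 note: 0% = DMSO wells median and 100% = median of wells with control inhibitor compound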
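Assay system: T. brucei methionyl-tRNA synthetase, purified | Medium: HEPES buffer with MgCl2, KCl, DTT, spermine, BSA, pyrophosphatase | Compound: 11.9 µM single point | Incubation: 15 min enzyme-compound preincubation, 2 h reaction, 10 min detection, 25 °C | Measured by: Kinase-Glo luciferase luminescence reporting remaining unconsumed ATP | Measure: % inhibition normalized to control-well medians | Replication: Singlicate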
MT1-MMP act inh: MT1-MMP (human) activation inhibition. P50281. HT1080 RFP-PRO-GFP cells, GFP/RFP ratio fluorescence, overnight; percent of plate control window, DMSO zero. GFP/RFP ratio change, % at 20 µM. actives 0.061% (n = 360,000);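 active = GFP/RFP ratio change of at least 30% with cell ATP level not reduced by more than half and red fluorescence within 50% of control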; note: strong numbers were not always called active
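Assay system: HT1080 RFP-PRO-GFP cells | Dosing: 20 µM single dose, 1% DMSO | Incubation: Cells overnight before dosing, compound overnight, 37 °C, 5% CO2 | Evaluation: GFP/RFP fluorescence ratio | Control set: DMSO-only wells and HT1080 RFP-L50D-GFP cell wells as references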
MsrA act: activators of bovine methionine sulfoxide reductase A; activation, % at 10.6 µM; actives 0.3% (n = 360,000); purified bovine MsrA, absorbance read-out; AID 602163; in the data active = activation above about 7.5%;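 note: 0% = vehicle and 100% = reference activator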
E coli Lon inh: inhibits E. coli Lon protease; P0A9M0; purified E. coli Lon protease, fluorescence polarization; inhibition, % at 7.94 µM; actives 0.42% (n = 360,000); AID 602123; in the data active = inhibition above about 13%, passing the limit was not always enough;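 note: 0% = enzyme with probe and DMSO and 100% = no enzyme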
Target sequence (P0A9M0 whole entry, looked up): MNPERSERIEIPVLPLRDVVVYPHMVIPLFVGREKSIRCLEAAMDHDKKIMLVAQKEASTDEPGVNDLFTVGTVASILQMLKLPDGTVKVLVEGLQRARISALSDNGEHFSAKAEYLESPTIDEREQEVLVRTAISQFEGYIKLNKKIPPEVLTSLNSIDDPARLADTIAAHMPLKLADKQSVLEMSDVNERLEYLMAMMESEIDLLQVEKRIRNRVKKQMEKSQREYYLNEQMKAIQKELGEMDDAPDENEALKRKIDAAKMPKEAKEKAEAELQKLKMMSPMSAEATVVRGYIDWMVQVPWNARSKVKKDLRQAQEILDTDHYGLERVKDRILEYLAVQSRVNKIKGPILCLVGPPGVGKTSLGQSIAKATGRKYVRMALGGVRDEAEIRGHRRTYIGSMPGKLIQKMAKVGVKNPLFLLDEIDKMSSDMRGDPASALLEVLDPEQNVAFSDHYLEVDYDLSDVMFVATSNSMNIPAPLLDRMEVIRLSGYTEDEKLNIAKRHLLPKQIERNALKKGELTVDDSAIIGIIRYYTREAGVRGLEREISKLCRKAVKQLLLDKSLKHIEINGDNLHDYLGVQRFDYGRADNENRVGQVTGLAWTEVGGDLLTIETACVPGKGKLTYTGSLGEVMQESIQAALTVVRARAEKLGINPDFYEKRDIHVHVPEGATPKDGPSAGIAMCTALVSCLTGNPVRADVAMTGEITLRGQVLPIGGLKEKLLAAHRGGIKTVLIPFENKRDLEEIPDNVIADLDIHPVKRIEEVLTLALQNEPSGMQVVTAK
MsrA inhibitor: inhibits bovine methionine sulfoxide reductase A; AID 651718; inhibition, % at 15.5 µM; actives 0.75% (n = 360,000); purified bovine MsrA, absorbance read-out; in the data active = inhibition above about 4.5%;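 note: 0% = vehicle wells with enzyme and 100% = reference inhibitor wells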
MLLE-PAM2 inh: blocks PAM2 peptide binding to the PABP1 MLLE domain. P11940. GST-MLLE / FITC-PAM2 fluorescence polarization. inhibition, % at 20 µM. actives 0.36% (n = 360,000); in the data active = inhibition above about 35%, passing the limit was not always enough;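 note: plate controls were DMSO wells with GST-MLLE for no effect and wells lacking GST-MLLE protein for full effect; some results filed as inactive read as strong as hits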
FAS-TE inh: FAS thioesterase (human) inhibition; recombinant FAS-TE, OMFH fluorogenic substrate, fluorescence endpoint; inhibition, % at 15 µM; actives 0.67% (n = 360,000);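 active = compounds whose normalised, plate-corrected inhibition of enzyme fluorescence in the single-dose primary screen is 50% or more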;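 note: 0% = DMSO with enzyme and 100% = substrate without enzyme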
* marks the source's active call; other numbers are inactive results; . = not tested or not shown.

SMILES	SKN-1 block	CendR NRP1 mod	Tb MetRS inh	MT1-MMP act inh	MsrA act	E coli Lon inh	MsrA inhibitor	MLLE-PAM2 inh	FAS-TE inh
CCCn1cc(C(=O)OCC)c(=O)c2cc(F)c(F)cc21	12	3	1.0	-1	-4	0	2.5	-7	-7
Cc1cc(N=NC(=O)c2ccccc2O)c2ccccc2c1O	-1	2	0.5	7	-1	6	0.5	15	-3
CCOc1ccccc1/C=N/n1c(COc2ccccc2)n[nH]c1=S	9	5	-0.1	1	-4	-9	0.9	-46	5
NS(=O)(=O)c1cc2c(cc1Cl)NC(CSCc1ccccc1)=NS2(=O)=O	-8	-12	-0.8	2	-1	-2	0.4	15	-2
Cc1ccccc1C1NC(=O)c2ccccc2O1 (stereo not given)	5	3	-0.8	5	-12	-25	-0.7	-19	-12
CC(Oc1ccccc1F)C(=O)NNC(=O)Cc1ccc(S(=O)(=O)N2CCOCC2)s1 (stereo not given)	1	-14	-0.3	-5	0	-12	0.2	-18	-4
OC(CCCN1CCCCC1)(c1ccccc1)c1ccc(C(F)(F)F)cc1 (stereo not given)	9	4	-0.3	3	-6	8	-0.2	-2	4
COCCN(C(=O)CSc1nnc(-c2ccc(Cl)cc2)o1)c1c(N)n(CC(C)C)c(=O)[nH]c1=O	6	8	-0.2	-2	-3	-5	0.5	-34	-2
Cc1ccc(C)c(NC(=S)Nc2cccnc2)c1	-4	3	-1.6	4	-10	1	-0.4	22	-7
O=C(NCCN1CCN(c2ccccc2)CC1)Nc1ccc(Cl)cc1	1	11	1.5	6	-1	8	-0.1	4	2
NC(=O)C1Cc2ccccc2CN1C(=O)c1cc(C2CC2)nn1-c1ccccc1 (stereo not given)	-7	-2	-0.1	-1	-1	-14	1.4	-5	-4
CC(C)CCOc1cccc(OCC(=O)O)c1	-3	2	-0.2	-2	-3	4	0.7	16	-2
CCC(CC)NC(=O)c1ccc(Cl)cc1	4	0	0.4	2	-2	4	-1.0	11	-9
COc1ccc(Cl)cc1NC(=O)COC(=O)C1CC(=O)N(Cc2ccccc2)C1 (stereo not given)	3	-5	-0.6	4	-6	-6	0.7	-8	7
Cc1cc(Cl)c2oc(C(=O)N(C)Cc3cc(C)[nH]n3)c(C)c2c1	7	-1	0.3	-1	-4	4	0.3	-8	-50
Cc1nnc(SCC(=O)Nc2ccc([N+](=O)[O-])cc2)n1C	10	1	0.7	3	-2	-3	2.9	-11	-3
CCNC(=S)N(Cc1cc2c(C)ccc(C)c2[nH]c1=O)C1CCCC1	5	1	-0.9	-11	-10	-2	2.7	-77	1
CCOC(=O)c1c(-c2ccc(F)cc2)csc1NC(=O)CCN1C(=O)c2ccccc2C1=O	14	3	-0.1	-3	0	-7	0.8	4	21
CCC(C)(C)NC(=O)C(c1ccc(C)cc1)N(Cc1cccnc1)C(=O)c1csnn1 (stereo not given)	8	6	-0.7	1	1	-14	-0.6	2	-2
CC(=O)N1CCN2C(=O)C1CCCC(=O)c1cc(C(C)C)ccc12 (stereo not given)	-12	8	-0.5	0	1	10	0.5	6	-3
CCOC(=O)c1[nH]c(C)c(C(=O)OCC(=O)N(CC)C2CCS(=O)(=O)C2)c1C (stereo not given)	-14	-4	-0.7	-5	-4	-4	0.2	-5	-6
Cc1cc2cc(C#N)c(SCC(=O)Nc3nonc3C)nc2cc1C	-8	-7	-0.6	-22	-12	-1	1.4	-4	-6
COCCOc1ccc(C(F)(F)F)cc1NC(=O)COC(=O)c1cc[n+]([O-])cc1	-14	6	-0.3	3	1	-3	1.3	-11	-4
COc1ccc(C[C@@H]2CN3C(=NC[C@@H]3C)N2C[C@H](C)NC(=O)CCC2CCCCC2)cc1	6	6	-0.2	-2	0	6	1.5	6	-9
Cc1cccc(C)c1NC(=S)N1CC(C)OC(C)C1 (stereo not given)	3	-6	-1.0	-2	-7	2	-1.5	-5	-5
O=C(c1ccco1)N1N=C(c2ccccc2)CC1c1ccc2nccnc2c1 (stereo not given)	11	1	-0.1	-1	-4	0	0.7	-33	2
COC(=O)N/N=C/c1ccc(-c2ccc(Cl)c(Cl)c2)o1	5	0	0.3	6	-4	6	3.8	15	17
O=C1Cc2ccccc2N1c1ccccc1	-8	12	-0.1	2	1	-2	1.6	21	3
Cc1nnc(SCC(=O)N(Cc2ccccc2)C(C)(C)C)[nH]c1=O	9	19	-0.8	1	-2	-5	-1.3	13	-4
CCCCc1sc(-c2c(C#N)c(N)nc3c2CCCCC3)cc1[N+](=O)[O-]	8	1	0.3	-7	-2	-5	-0.2	6	37
Cc1cccc(C)c1NC(=O)C1(N(Cc2ccco2)C(=O)c2ccccn2)CCCC1	0	12	-0.3	-3	1	6	0.7	-4	-2
O=c1c2[nH]c3ccc(F)cc3c2ncn1Cc1ccncc1	-1	10	-0.3	9	-8	-3	2.8	-5	-3
COc1ccc(NC(=O)Nc2ccc3c(c2)C(=O)N([C@H](C)CO)C[C@H](C)[C@@H](CN(C)C(=O)Nc2ccccc2)O3)cc1	6	-3	-2.5	2	-4	-4	-0.1	-1	-8
O=C(NC1CCCCC1)c1ccc(Br)o1	1	7	0.0	4	-2	-4	-1.4	2	-2
COc1ccccc1CNC(=O)C/C(C)=N/NC(=O)Cc1ccc(Cl)cc1	8	9	0.3	3	-3	0	0.0	3	-4
O=c1nc(N2CCOCC2)ccn1-c1nc(-c2ccccc2)sc1-c1ccccc1	-8	7	-0.4	-1	-5	-4	-0.9	8	-5
C=CCNC(=O)Nc1ccc(Br)cc1Cl	1	10	0.0	-3	1	-7	-1.2	-5	-2
CC(C)C[C@@H](CO)NS(=O)(=O)c1c(F)cccc1F	-14	6	-0.7	4	-3	-5	0.6	0	-10
CCCNC(=S)Nc1ccc(Cl)cc1C	3	-14	0.0	1	-4	-2	0.0	-4	-10
CC(C)(C)OC(=O)N1CCC[C@H]1c1nnc(SCc2ccccc2F)o1	0	-11	-1.1	0	0	6	-1.0	-47	2

Some of these compounds in order of SMILES length, descending:
SMILES	SKN-1 block	CendR NRP1 mod	Tb MetRS inh	MT1-MMP act inh	MsrA act	E coli Lon inh	MsrA inhibitor	MLLE-PAM2 inh	FAS-TE inh
COc1ccc(NC(=O)Nc2ccc3c(c2)C(=O)N([C@H](C)CO)C[C@H](C)[C@@H](CN(C)C(=O)Nc2ccccc2)O3)cc1	6	-3	-2.5	2	-4	-4	-0.1	-1	-8
COc1ccc(C[C@@H]2CN3C(=NC[C@@H]3C)N2C[C@H](C)NC(=O)CCC2CCCCC2)cc1	6	6	-0.2	-2	0	6	1.5	6	-9
CCOC(=O)c1[nH]c(C)c(C(=O)OCC(=O)N(CC)C2CCS(=O)(=O)C2)c1C (stereo not given)	-14	-4	-0.7	-5	-4	-4	0.2	-5	-6
Cc1cccc(C)c1NC(=O)C1(N(Cc2ccco2)C(=O)c2ccccn2)CCCC1	0	12	-0.3	-3	1	6	0.7	-4	-2
O=c1nc(N2CCOCC2)ccn1-c1nc(-c2ccccc2)sc1-c1ccccc1	-8	7	-0.4	-1	-5	-4	-0.9	8	-5
CC(C)(C)OC(=O)N1CCC[C@H]1c1nnc(SCc2ccccc2F)o1	0	-11	-1.1	0	0	6	-1.0	-47	2
O=C(c1ccco1)N1N=C(c2ccccc2)CC1c1ccc2nccnc2c1 (stereo not given)	11	1	-0.1	-1	-4	0	0.7	-33	2
Cc1nnc(SCC(=O)N(Cc2ccccc2)C(C)(C)C)[nH]c1=O	9	19	-0.8	1	-2	-5	-1.3	13	-4
COC(=O)N/N=C/c1ccc(-c2ccc(Cl)c(Cl)c2)o1	5	0	0.3	6	-4	6	3.8	15	17
CC(C)C[C@@H](CO)NS(=O)(=O)c1c(F)cccc1F	-14	6	-0.7	4	-3	-5	0.6	0	-10
O=c1c2[nH]c3ccc(F)cc3c2ncn1Cc1ccncc1	-1	10	-0.3	9	-8	-3	2.8	-5	-3
Cc1cccc(C)c1NC(=S)N1CC(C)OC(C)C1 (stereo not given)	3	-6	-1.0	-2	-7	2	-1.5	-5	-5
O=C(NC1CCCCC1)c1ccc(Br)o1	1	7	0.0	4	-2	-4	-1.4	2	-2
O=C1Cc2ccccc2N1c1ccccc1	-8	12	-0.1	2	1	-2	1.6	21	3

The results go on.
SMILES	SKN-1 block	CendR NRP1 mod	Tb MetRS inh	MT1-MMP act inh	MsrA act	E coli Lon inh	MsrA inhibitor	MLLE-PAM2 inh	FAS-TE inh
O=C(O)CSc1ncnc2scc(-c3ccccc3)c12	1	3	-0.5	2	-2	1	1.2	22	-5
CCc1ccc(CSc2nccn2-c2ccccc2)cc1	26	-3	-0.9	-3	-3	-4	-0.4	-42	11
CCN(CC)C(=O)C1CCCN(c2ccc([N+](=O)[O-])cc2/C=N/NC(=O)c2cccc(Br)c2)C1 (stereo not given)	-6	6	-0.3	-1	5	3	2.1	1	86*
O=C1NC2=C(C(=O)CCC2)C(c2ccccc2[N+](=O)[O-])N1 (stereo not given)	33	15	0.2	-6	-3	25*	1.8	41*	-6
Cc1nn(Cc2ccc([N+](=O)[O-])cc2)c(=O)n1-c1c(F)cccc1F	-15	11	-1.8	-6	-6	-1	0.7	5	0
COc1ccc(CN2CCN(Cc3ccc(C(F)(F)F)cc3)CC2)cc1	-1	2	-0.5	8	-4	2	-0.1	-2	2
O=C(Nc1ccc2c(c1)OCCO2)C1c2ccccc2OCC(=O)N1Cc1cccnc1 (stereo not given)	-10	-4	-0.3	2	-3	-7	0.6	.	-10
O=S(=O)(NCCc1ccccn1)c1ccc(-c2ccccn2)s1	-10	-6	-0.4	3	-4	-1	0.7	3	-7
Cc1ccc[n+](C(C)C(=O)c2ccc(-c3ccccc3)cc2)c1 (stereo not given)	4	0	-1.1	.	-1	-8	1.1	-9	-10
O=c1c2c(n3cnnc3n1-c1ccccc1)-c1ccccc1CC21CCCCC1	6	2	-0.4	0	1	-2	1.1	3	2
CCc1cc2c(=O)c(-c3nc4ccccc4n3C)coc2c(CN2CCC(C)CC2)c1O	6	6	-1.5	-8	-12	11	1.2	-4	-6
